tim10-1 inh = growth inhibitors of tim10-1 mutant yeast. inhibition, % at 20 µM. S. cerevisiae tim10-1 ts strain growth, BacTiter-Glo, 24 h. AID 463190. 330,000 tested, 2.2% active;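 active means inhibition of at least 40%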;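 further: mutant grown at 25 °C; 0% = DMSO wells with yeast and 100% = wells holding no yeast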
TIM10 inh = inhibits growth of TIM10 yeast strain. 330,000 tested, 1.4% active. S. cerevisiae TIM10 strain growth, BacTiter-Glo luminescence, 24 h. inhibition, % at 10 µM;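 active means inhibition of 40% or more at the single tested concentration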;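 further: wild-type TIM10 isogenic control strain grown at permissive 25 °C; 0% = DMSO yeast wells and 100% = minimal medium wells without yeast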
tim23-1 inh = inhibits growth of tim23-1 mutant yeast. 330,000 tested, 1.3% active. AID 463212. inhibition, % at 20 µM. S. cerevisiae tim23-1 growth, BacTiter-Glo luminescence, 24 h;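 active means growth inhibition of the mutant yeast at or above 50%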;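 further: temperature-sensitive mutant grown at 25 °C; plate controls were DMSO-treated mutant yeast for no effect and medium wells lacking yeast for full effect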
XBP1 UPR activ = activators of adaptive arm of unfolded protein response (XBP1) | activation, % at 20 µM | CHO-XBP1 luciferase reporter, IRE1-XBP1 UPR activation, luminescence; percent of tunicamycin response, DMSO as zero | 330,000 tested, 0.33% active;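 active means versus positive control, 20 µM dose yields 30% or more activation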;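 further: 100% = tunicamycin at 10 µg/mL and 0% = DMSO only wells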
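Material: CHO cell line with stable XBP1 luciferase reporter; buffer or medium: F12 medium containing 10% fetal bovine serum; compound: single point, 20 µM final compound, 1% DMSO; incubation: 6 h treatment, 37 °C; measured by: glow luminescence from Steady-Glo reagent; evaluation: activation, % of tunicamycin; control set: tunicamycin high, DMSO low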
Mdm2 MdmX PPI = disrupts the human Mdm2-MdmX interaction; SaOS-2 split-luciferase Mdm2/MdmX complementation, luminescence; inhibition, % at 8 µM; 330,000 tested, 3% active;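 active means inhibition of at least 50% at 8 µM in the primary screen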
Target sequence (O15151 whole entry, looked up): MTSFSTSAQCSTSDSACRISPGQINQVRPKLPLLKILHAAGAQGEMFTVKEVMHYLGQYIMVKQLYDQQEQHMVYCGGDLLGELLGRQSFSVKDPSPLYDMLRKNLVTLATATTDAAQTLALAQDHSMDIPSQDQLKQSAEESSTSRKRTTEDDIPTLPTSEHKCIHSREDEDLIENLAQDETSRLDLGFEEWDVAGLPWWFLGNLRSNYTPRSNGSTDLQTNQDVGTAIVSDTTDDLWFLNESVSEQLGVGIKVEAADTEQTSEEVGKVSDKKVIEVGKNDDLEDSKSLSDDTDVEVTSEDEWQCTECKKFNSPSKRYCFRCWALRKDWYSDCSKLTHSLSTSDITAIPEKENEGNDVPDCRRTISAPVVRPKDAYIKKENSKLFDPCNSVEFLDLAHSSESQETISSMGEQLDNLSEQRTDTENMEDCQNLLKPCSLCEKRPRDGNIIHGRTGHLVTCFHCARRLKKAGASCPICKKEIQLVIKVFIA
Target sequence (Q00987 whole entry, looked up): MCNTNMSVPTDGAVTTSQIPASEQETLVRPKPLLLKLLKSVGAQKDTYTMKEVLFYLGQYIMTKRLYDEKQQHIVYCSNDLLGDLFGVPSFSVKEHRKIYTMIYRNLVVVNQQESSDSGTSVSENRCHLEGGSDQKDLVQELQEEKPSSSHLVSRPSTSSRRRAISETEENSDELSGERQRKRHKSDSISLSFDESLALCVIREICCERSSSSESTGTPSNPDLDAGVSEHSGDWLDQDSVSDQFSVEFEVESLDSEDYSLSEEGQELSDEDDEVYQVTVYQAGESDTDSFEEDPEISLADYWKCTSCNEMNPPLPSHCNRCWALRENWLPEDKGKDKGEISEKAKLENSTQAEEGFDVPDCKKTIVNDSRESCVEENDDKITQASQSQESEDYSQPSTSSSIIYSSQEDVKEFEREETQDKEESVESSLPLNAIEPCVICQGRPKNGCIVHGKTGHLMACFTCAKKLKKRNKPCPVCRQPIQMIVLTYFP
GRIN3A LBD mod = NR3A (human) ligand-binding domain modulation; NR3A LBD differential scanning fluorimetry, Tm shift; 0% = protein alone, 100% = glycine-bound protein; Tm shift relative to glycine control, % at 25 µM; 340,000 tested, 2.5% active;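 active means melting temperature shift of at least 10% of the positive control shift, at one fixed dose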
NLRP3 yeast inh = NALP3 inhibition in yeast; 330,000 tested, 0.39% active; Yeast reconstituted NLRP3/ASC/caspase-1, beta-gal luminescence, 24 h; inhibition, % at 10 µM;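 active means inhibition of 50% or more; inactive means inhibition below 50%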;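 further: plate controls were induced DMSO wells for no effect and uninduced yeast grown without galactose for full effect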
APJ ag = APJ receptor agonism; P35414; CHO-K1 APJ PathHunter beta-arrestin, luminescence; 0% DMSO wells, 100% apelin; activation, % at 20 µM; 330,000 tested, 0.11% active; AID 2520;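 active means activation more than six SD over the plate average, tested at 20 µM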;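 further: 0% = DMSO alone and 100% = apelin-13 at 10 nM; some results filed as inactive read as strong as hits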
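Assay system: CHO-K1 cells stably expressing ProLink-tagged human APJ and arrestin–beta-gal acceptor. Compound dosing: 20 µM single point, 1% DMSO. Times: 16-18 h seeding, 90 min dark compound exposure, 60 min detection. Detection: beta-gal luminescence. Evaluation: APJ–arrestin association signal. Controls: negative DMSO alone, positive Apelin-13 at 10 nM.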
CHOP UPR activ = activators of apoptotic arm of unfolded protein response (CHOP); CHO-CHOP luciferase reporter, UPR activation, luminescence; percent of tunicamycin response over DMSO baseline; activation, % at 10 µM; 330,000 tested, 0.34% active; AID 449763;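 active means at 10 µM dose, activation of 40% or more, normalized to positive control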;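 further: 100% = tunicamycin at 10 µg/mL and 0% = DMSO alone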
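System: CHO CHOP reporter cells. Amount: 500 cells per well. Buffer or medium: F12 medium, 10% FBS. Compound dosing: one dose, 10 µM in 0.5% DMSO. Incubation: 6 h compound exposure at 37 °C after overnight seeding. Technique: Steady-Glo luciferase luminescence. Benchmarks: tunicamycin and DMSO controls.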
Active calls of the source: *; . = not tested or not shown.

SMILES	tim10-1 inh	TIM10 inh	tim23-1 inh	XBP1 UPR activ	Mdm2 MdmX PPI	GRIN3A LBD mod	NLRP3 yeast inh	APJ ag	CHOP UPR activ
CC(C)n1cc(CN2CCCC(C(=O)Nc3ccccc3Oc3cccnc3)C2)cn1 (stereo not given)	-11	-7	-9	-2	8	-2	12	3	-1.0
CCOC(=O)N1CCC(N2Cc3cccc(C(=O)N4CCN(c5cccc(C)c5C)CC4)c3C2=O)CC1	12	21	17	6	14	-12	13	-2	-0.4
O=C(CCSc1ccccc1Cl)NNC(=O)c1ccncc1	-24	0	-13	1	12	0	11	-3	-0.7
CSc1nc2c(cc1C#N)C(=O)CC(C)(C)C2	-36	-19	-36	3	-21	-1	32	-2	1.3
COc1ccccc1N1CCN(/N=C/c2c(C)nn(-c3ccccc3)c2C)CC1	25	28	38	0	-10	1	14	-4	-1.3
O=C(Cc1cccc2ccccc12)NCCC1=CCCCC1	36	-16	27	-2	17	-5	1	0	1.6
Cc1cccc(NC(=O)CN2CCN(C(=O)c3ccc(-c4nc5ccccc5s4)o3)CC2)c1C	32	21	26	1	-13	6	18	1	11
Cc1ccc(CNC(=O)c2cc(-c3ccccc3C)n(CC3CC(c4cccc([N+](=O)[O-])c4)=NO3)n2)cc1 (stereo not given)	-4	0	-3	-3	26	-2	14	-5	0.5
Cc1ccc(C(=O)NNC(=O)CCC(=O)Nc2cc(C)on2)cc1	5	-10	10	0	31	0	4	-1	-2.1
CC1S/C(=N/N=C/c2ccco2)NC1=O (stereo not given)	7	1	11	0	-10	0	10	1	0.4
COC(=O)Nc1ccc(S(=O)(=O)n2cnc3ccccc32)cc1	6	3	7	-1	4	-16	-16	-3	-2.6
COc1cccc(C(C(=O)NC2CCCCC2)N(C(=O)c2cccs2)c2ccc3c(c2)OCO3)c1 (stereo not given)	17	3	0	-1	7	0	-5	-5	-0.8
CC(Sc1nnc(C2CC2)n1C1CC1)C(=O)N(C)C1(C#N)CCCCC1 (stereo not given)	-12	4	-9	0	0	0	14	-1	-0.5
COCCn1c(=NC(=O)C(C)(C)C)sc2cc([N+](=O)[O-])ccc21	21	-21	6	5	6	0	14	3	2.7
O=C(Cc1c(C(=O)O)[nH]c2ccc(Cl)cc12)Nc1ccc2c(c1)OCCO2	-16	-7	-4	-3	20	12*	25	2	1.6
Cc1ccc(C2(C)NC(=O)N(Cc3c(C)noc3C)C2=O)cc1 (stereo not given)	12	1	8	0	14	-1	5	8	1.4
CN1CCC(=O)N([C@H](CN=[N+]=[N-])c2ccccc2)CC1	13	-5	5	-1	2	0	3	0	-0.1
CCc1nnc(NC(=O)CSc2nnc(Cc3ccccc3)n2-c2ccc(OC)cc2)s1	2	2	1	-1	6	0	-2	0	0.8
COc1ccc(CCNC(=O)c2ccc(OCC(=O)N3CCOCC3)c(OC)c2)cc1OC	-10	1	0	-1	-2	-2	6	3	-0.2
COc1cccc(NC(=O)CN2CCN(S(=O)(=O)c3ccc(F)cc3)CC2)c1	17	-21	0	-2	-15	-8	5	-5	3.6

Full records, quoted from the list. Order of values: tim10-1 inh, TIM10 inh, tim23-1 inh, XBP1 UPR activ, Mdm2 MdmX PPI, GRIN3A LBD mod, NLRP3 yeast inh, APJ ag, CHOP UPR activ
O=C(Cc1c(C(=O)O)[nH]c2ccc(Cl)cc12)Nc1ccc2c(c1)OCCO2 across the screens: -16, -7, -4, -3, 20, 12*, 25, 2, 1.6
COc1ccc(CCNC(=O)c2ccc(OCC(=O)N3CCOCC3)c(OC)c2)cc1OC across the screens: -10, 1, 0, -1, -2, -2, 6, 3, -0.2
CC1S/C(=N/N=C/c2ccco2)NC1=O (stereo not given) across the screens: 7, 1, 11, 0, -10, 0, 10, 1, 0.4
Cc1ccc(C(=O)NNC(=O)CCC(=O)Nc2cc(C)on2)cc1 across the screens: 5, -10, 10, 0, 31, 0, 4, -1, -2.1
O=C(CCSc1ccccc1Cl)NNC(=O)c1ccncc1 across the screens: -24, 0, -13, 1, 12, 0, 11, -3, -0.7

Later entries:
SMILES	tim10-1 inh	TIM10 inh	tim23-1 inh	XBP1 UPR activ	Mdm2 MdmX PPI	GRIN3A LBD mod	NLRP3 yeast inh	APJ ag	CHOP UPR activ
O=C(CCCn1c(=O)c2sccc2n(CC(=O)NCC2CCCO2)c1=O)NCc1ccco1 (stereo not given)	-4	-4	2	0	1	1	5	-4	0.5
COc1ccc(OCC(=O)N(C)CC2COc3ccccc3O2)cc1 (stereo not given)	-12	-2	15	1	18	-1	25	-1	0.3
CCOC(=O)C1C(=O)OC(C)(C)C1C(C)C(=O)c1ccc(OC)cc1 (stereo not given)	24	23	21	5	-12	0	-5	-4	-2.2
Cc1cc(C)n(-c2nc3c(c(=O)n(C)c(=O)n3C)n2CCO)n1	2	-9	0	1	13	-1	-8	0	1.3
CCN1C(=O)[C@@H]2[C@H](C1=O)[C@@H]1C(=O)Nc3ccccc3C(=O)N1[C@@H]2c1cccc(OC)c1	10	4	11	-2	-24	-2	7	-4	0.2
COc1ccc(OC)c2c(C)cc(N3CCCCCC3)nc12	-13	9	18	-3	15	-5	36	0	-0.7
COc1ccc(C)cc1NC(=O)NNC(=O)C(C)Oc1ccc([N+](=O)[O-])cc1 (stereo not given)	4	9	2	-3	-20	-2	-2	-5	1.6
Cc1cc(C)n2nc(C(=O)OCC(=O)N(C)Cc3ccccc3)nc2n1	-25	-1	-15	4	16	.	18	-7	-0.6
CCSc1nnc(-c2cc(Br)ccc2NC(C)=O)c(=O)[nH]1	12	-12	-5	0	-18	1	-4	-2	-0.2
CCN(CC(=O)NCc1cccs1)C(=O)c1ccc(S(=O)(=O)Nc2cccc(C)c2C)cc1	3	0	14	-3	7	1	-7	3	0.9
CC(=O)Nc1ccc2c(c1)C(=O)N(C1CCCCC1)C2=O	-1	-19	1	-2	16	1	17	-5	-0.5
COc1ccc(NC(=S)N2CCN(c3ncccn3)CC2)cc1	10	1	10	2	12	-3	18	-4	3.6
O=C(NCc1ccccc1)NCC12CC3CC(CC(C3)C1)C2	25	5	5	-2	42	1	36	-4	1.6
CC(=O)N1CCc2cc(S(=O)(=O)CCC(=O)N(C)Cc3ccco3)ccc21	-4	8	-3	-2	18	-1	10	2	0.8
CCc1nn(-c2ccccc2)c(=S)c2ccccc12	46*	26	47	3	14	7	-2	-3	-0.4
CCCCCCOc1ccc(N2C(=O)CC(N3CCN(CCN=CC4C(=O)CC(C)(C)CC4=O)CC3)C2=O)cc1 (stereo not given)	43*	22	20	-2	33	-1	25	-1	1.1
CC(=O)c1c(C)[nH]c(C(=O)CN(C)CC(=O)Nc2ccccc2Cl)c1C	-1	-5	19	-3	38	3	15	0	-0.4
COc1cc(/C=C2\SC(=S)N(Nc3ncc(C(F)(F)F)cc3Cl)C2=O)ccc1O	48*	51*	39	5	14	14*	7	-20	3.4
O=S(=O)(Cc1ccccc1)Nc1ccccc1	-13	-4	-7	-4	-15	-1	10	-5	1.4
CCOc1ccc(NC(=O)CSc2nc(=O)n(Cc3ccccn3)c3c2CCC3)cc1	16	13	12	-2	18	1	6	2	3.3
C/C(=N\N1C(=O)c2ccccc2NC1c1ccco1)c1ccccc1O (stereo not given)	-13	8	30	-5	-13	-1	27	-3	-2.1
CN1C(=O)c2oc3ccccc3c(=O)c2C1c1ccncc1 (stereo not given)	-26	-8	4	-2	14	5	28	-7	-1.6
CN1CCN(C2=CC(=O)OC23CCCCC3)CC1	5	1	0	2	1	0	0	-6	-1.1
Cc1ccccc1CC1(CO)CCCN(C(=O)CCC(=O)c2ccccc2)C1 (stereo not given)	14	11	14	1	-8	-1	30	-4	0.3
O=C(N/N=C/c1cccnc1)C1CCCCC1	5	-2	4	-2	0	0	-13	-3	-0.2
N=C1/C(=C\c2ccc(OC(=O)c3ccc(F)cc3)cc2)C(=O)N=C2SC(N3CCOCC3)=NN12	8	8	5	22	-9	-10	14	-7	4.5
COc1cccc(C(C(=O)NC(C)(C)C)N(C(=O)CCC(=O)Nc2cc(C)on2)C(C)C)c1OC (stereo not given)	13	11	9	-2	7	-4	-3	-3	2.4
CC[C@]12c3[nH]c4ccc(OC)cc4c3CCN1C(=O)C(CC(=O)NC(C)(C)C)C[C@@H]2C(=O)N1CCN(C(=O)c2ccco2)CC1 (stereo not given in full)	6	4	29	0	29	-1	.	.	2.2
COc1cccc(/C=C/C(=O)OCC(=O)N2CCCc3ccccc32)c1	26	6	16	-4	22	0	14	1	2.4
COCCN1Cc2cccc(C(=O)Nc3cccc(-c4nc5ccccc5[nH]4)c3)c2C1=O	32	5	23	13	55*	-7	24	-1	2.3

Two neighbouring records already listed, quoted:
SMILES	tim10-1 inh	TIM10 inh	tim23-1 inh	XBP1 UPR activ	Mdm2 MdmX PPI	GRIN3A LBD mod	NLRP3 yeast inh	APJ ag	CHOP UPR activ
COc1cccc(/C=C/C(=O)OCC(=O)N2CCCc3ccccc32)c1	26	6	16	-4	22	0	14	1	2.4
COCCN1Cc2cccc(C(=O)Nc3cccc(-c4nc5ccccc5[nH]4)c3)c2C1=O	32	5	23	13	55*	-7	24	-1	2.3

Assay outcomes from PubChem.
